HTT ATP protect: qHTS Multiplex Assay to Identify Dual Action Probes in a Cell Model of Huntington: Cytoprotection (ATP) | PC12 HTT-Q103 induced, cytoprotection, ATP luminescence, 40 h | Potency, µM (doses to about 56.4 µM), inactives show cytoprotection (ATP increase), most hits filed as activators | hit rate 0.14% among 230,000;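 further: % of control where 0% means no effect; nearly all actives have a fitted effect of over 45% in size; toxic huntingtin expression switched on by the ecdysone agonist tebufenozide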
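Compounds were screened for protection of PC12 cells against cell death after tebufenozide induction (100 nM final) of mutant Huntingtin exon 1 (Q103) fused to GFP.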
Tau fluor counter: Counterscreen qHTS for Inhibitors of Tau Fibril Formation, Fluorescence Polarization; Potency, µM (top dose mostly 57.7 µM), inactives show at the top dose activity change, negative = decrease; tau K18 P301L Alexa594 fluorescence, heparin fibrillization; hit rate 0.93% among 280,000; further: on the % scale 0 is the no-effect control and ±100 the full control effect; nearly all actives have a fitted effect of over 55% in size
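Human tau K18 P301L (15 uM unlabeled, 0.24 uM Alexa 594-labeled) in 100 mM sodium acetate pH 7 with 20 uM heparin, 6 hr at 37 C. ThT 30 uM added, 1 hr ambient; Alexa 594 FP and total fluorescence read at 555/632 nm.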
HTT aggregate: qHTS Multiplex Assay to Identify Dual Action Probes in a Cell Model of Huntington: Aggregate Formation (GFP); hit rate 1.1% among 220,000; AID 1688, 2009; PC12 HttQ103-GFP aggregates, Acumen cytometry, 40 h; Potency, µM (titrated, usually from 46.1 µM), for inactives: top-dose activity change, negative = inhibition, most hits filed as inhibitors; further: on the % scale 0 is the no-effect control and ±100 the full control effect; nearly all actives have a fitted effect of over 60% in size
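PC12 cells stably carrying ecdysone-inducible HTT exon 1 Q103–GFP were induced with tebufenozide (100 nM final) and treated with library compounds in titration. GFP aggregates in lysates were counted by laser scanning cytometry.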
Tau fibril ThT: qHTS for Inhibitors of Tau Fibril Formation, Thioflavin T Binding; Microtubule-associated protein tau (Homo sapiens), P10636; recombinant tau K18 P301L, heparin-induced fibrillization, ThT fluorescence; Potency, µM (highest dose often 57.4 µM), without a hit: at the top dose activity, negative = inhibition, hits mostly inhibitors; hit rate 2.1% among 270,000; AID 1460, 2008; further: on the % scale 0 is the no-effect control and ±100 the full control effect; nearly all actives have a fitted effect of over 55% in size
Target sequence (P10636 561-689 P618L limits assumed): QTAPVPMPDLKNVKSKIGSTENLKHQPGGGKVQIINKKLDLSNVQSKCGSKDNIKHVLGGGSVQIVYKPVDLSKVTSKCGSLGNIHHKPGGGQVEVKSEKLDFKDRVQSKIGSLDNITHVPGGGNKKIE
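Using a mix of unlabeled (15 uM) and Alexa 594-labeled (0.24 uM) tau K18 P301L, heparin-triggered fibrillization over 6 hr at 37 C was scored by ThT fluorescence.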
Tau fibril FP: qHTS for Inhibitors of Tau Fibril Formation, Fluorescence Polarization; Microtubule-associated protein tau (Homo sapiens), P10636; K18 P301L tau heparin fibrillization, Alexa594 FP, 6 h; Potency, µM (top dose mostly 57.7 µM), inactives show at the top dose activity, negative = inhibition, hits mostly inhibitors; hit rate 0.39% among 280,000; further: on the % scale 0 is the no-effect control and ±100 the full control effect; nearly all actives have a fitted effect of over 55% in size
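Human tau K18 […] P301L fragment, 15 uM unlabeled plus 0.24 uM Alexa 594-labeled tau (final), with compound and 20 uM heparin in 100 mM sodium acetate pH 7; 6 hr at 37 C, then Alexa 594 FP read.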
JMJD2E inh: qHTS Assay for Inhibitors of Human Jumonji Domain Containing 2E (JMJD2E); JMJD2E catalytic domain, FDH-coupled NADH fluorescence (FDH is formaldehyde dehydrogenase); AID 2147, 2009; hit rate 1.6% among 230,000; Potency, µM (titrated, usually from 57.1 µM), for inactives: at the highest dose activity change, negative = inhibition, actives largely listed as inhibitors; Lysine-specific demethylase 4E (Homo sapiens), B2RXH2; active means well fitted inhibition curve with a large enough effect, not every such curve was filed as active; inconclusive means small, poorly fitted or top-dose-only effect, or another doubt; inactive means no such curve, though single readings can be large or run the other way;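 further: 0% = wells with enzyme and -100% = buffer wells without enzyme; nearly all actives have a fitted effect of over 50% in size; many of its hits are not listed in these tables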
Target sequence (B2RXH2 1-337 limits assumed): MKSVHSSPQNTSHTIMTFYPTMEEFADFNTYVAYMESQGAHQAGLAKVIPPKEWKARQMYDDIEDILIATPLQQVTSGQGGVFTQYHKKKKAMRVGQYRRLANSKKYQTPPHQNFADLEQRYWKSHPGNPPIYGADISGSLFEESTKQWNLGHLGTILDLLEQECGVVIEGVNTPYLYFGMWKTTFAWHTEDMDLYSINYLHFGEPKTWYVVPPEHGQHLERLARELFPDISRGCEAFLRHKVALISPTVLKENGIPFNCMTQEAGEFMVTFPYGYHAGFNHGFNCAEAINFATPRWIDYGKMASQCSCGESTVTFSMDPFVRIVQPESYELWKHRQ
ALDH1A1 block: qHTS Assay for Inhibitors of Aldehyde Dehydrogenase 1 (ALDH1A1) | Aldehyde dehydrogenase 1A1 (Homo sapiens), P00352 | hit rate 7.3% among 220,000 | Purified ALDH1A1, NADH fluorescence, propionaldehyde substrate | Potency, µM (top dose mostly 75.3 µM), without a hit: at the highest dose activity, negative = inhibition, usual class: inhibitors; active means well fitted inhibition curve with a large enough effect, not every such curve was filed as active; inconclusive means small, poorly fitted or top-dose-only effect, or another doubt; inactive means no such curve, though single readings can be large or run the other way;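 further: plate controls were no enzyme wells and a reference inhibitor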
Target sequence (P00352 whole entry, looked up): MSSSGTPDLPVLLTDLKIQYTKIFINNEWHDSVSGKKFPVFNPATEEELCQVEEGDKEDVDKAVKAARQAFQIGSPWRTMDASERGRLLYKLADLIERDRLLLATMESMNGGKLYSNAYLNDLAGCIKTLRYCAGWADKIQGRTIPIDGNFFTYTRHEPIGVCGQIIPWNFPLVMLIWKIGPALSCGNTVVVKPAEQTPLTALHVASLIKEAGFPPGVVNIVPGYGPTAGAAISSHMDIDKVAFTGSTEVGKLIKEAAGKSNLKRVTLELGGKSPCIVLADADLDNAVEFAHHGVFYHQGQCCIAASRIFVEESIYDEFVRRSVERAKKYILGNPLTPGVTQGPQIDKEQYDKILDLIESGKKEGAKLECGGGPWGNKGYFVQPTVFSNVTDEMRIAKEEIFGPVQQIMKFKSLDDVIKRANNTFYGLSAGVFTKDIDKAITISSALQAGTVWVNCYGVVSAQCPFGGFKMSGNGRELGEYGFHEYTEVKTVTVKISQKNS
SMN2 splice up: qHTS Assay for Enhancers of SMN2 Splice Variant Expression; Potency, µM (highest dose often 46.1 µM), inactives show at the highest dose activity change, positive = activation, most hits filed as activators; HEK293 SMN2-luciferase splicing reporter, luminescence, 30-36 h; hit rate 2.8% among 210,000; further: % of control where 0% means no effect; nearly all actives have a fitted effect of over 55% in size
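HEK293 cells carry an SMN2 minigene-luciferase reporter in which exon 7 inclusion puts luciferase in frame. Cells were seeded at 2000 cells/well, attached for 10-12 hours, then exposed to compounds for 30-36 hours at 37C before ONE-Glo luminescence.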
Numbers without * were called inactive; ? = inconclusive; . = no result given; [ ] = remark or other dose. Unless noted, the call rests on the fitted dose curve; in most records, active means well fitted curve in the direction sought with a large enough effect; inconclusive means small, poorly fitted or top-dose-only effect, or another doubt; inactive means no such curve, though single readings can be large; an effect the other way counts as inactive or inconclusive. Potency means the concentration at half of the fitted maximal effect. A portion of the library, so the mix of outcomes need not match the whole.

SMILES	HTT ATP protect	Tau fluor counter	HTT aggregate	Tau fibril ThT	Tau fibril FP	JMJD2E inh	ALDH1A1 block	SMN2 splice up
COc1ccc2c(c1)CCc1cc(C(=O)N3CCN(c4ccc(N5CCOCC5)nn4)CC3)sc1-2	-8%[10 µM]	-24%	-11%	8.9µM*	?	?	?	-53%[inhibitor]
Cc1ccc(-n2c(=O)[nH]cc(C(=O)Nc3ccc4c(c3)OCCO4)c2=O)cc1C	15%[10 µM]	-18%	-1%	-10%	-1%	3%	-14%	15%
O=C(OCC(=O)C12CC3CC(CC(C3)C1)C2)c1cccnc1	.	-2%	11%	3%	7%	-6%	3%	12%
COC(=O)COc1ccc(S(=O)(=O)NCCC2=CCCCC2)cc1Cl	-7%	-25%	-10%	-12%	-4%	-11%	?	1%
O=S(=O)(CCc1nnc(-c2ccccc2)o1)c1ccc2ccccc2c1	-2%	0%	-14%	4%	4%	0%	-4%	0%
O=C(NCCCN1CCOCC1)c1ccc(Br)s1	7%	6%	10%	5%	-1%	-4%	-10%	22%
O=C(N/N=C1/C[C@@H](O)[C@@H](O)[C@@H]2[C@@H]3C(=O)N(Cc4ccccc4)C(=O)[C@H]3CC[C@H]12)OCc1ccccc1	-9%[10 µM]	-7%[11.6 µM]	.	-7%[11.5 µM]	-3%[11.6 µM]	.	14%[13.5 µM]	.
O=C1C=C(NCc2ccc(Cl)c(Cl)c2)CC1	-5%	-6%	17%[9.22 µM]	-10%	6%	-8%	?	-14%
CC(C)(C)NC(=O)CN(c1cccc([N+](=O)[O-])c1)S(=O)(=O)c1ccccc1	2%[10 µM]	-13%	0%[9.22 µM]	-7%	-2%	-2%	5%	.
CNCC(O)COc1ccccc1 (stereo unspecified)	5%	-9%	-9%	-15%	-11%	1%	2%	3%
Cc1ccc(N(Cc2cc(=O)[nH]c3ccccc23)C(=O)c2ccco2)cc1	2%	0%	-4%	-3%	2%	?	?	13%
Clc1cccc(CNc2cc(-c3ccccc3)nc3nncn23)c1	.	12%	.	?	2%	.	.	1%
Cc1ccc2c(c1)C(c1ccc(F)cc1)N(C(=O)c1cc3ccccc3oc1=O)CC(=O)N2 (stereo unspecified)	.	-17%	3%	-15%	-1%	-3%	?	-14%
C#CCSc1nnc(-c2c[nH]c3ccccc23)n1C	-6%[10 µM]	-3%	?	-6%	-3%	5%	3%	?
O=[N+]([O-])c1cccc(S(=O)(=O)c2ccc(N3CCCCC3)c([N+](=O)[O-])c2)c1	18%[10 µM]	?	11%	-2%	?	9%	?	-63%[inhibitor]
CC1=NN(S(=O)(=O)c2ccc(C)cc2)C(=O)c2ccccc2O1	-2%[10 µM]	-12%	-19%[9.22 µM]	.	-6%	9%	.	.
CC1=C(C)/C(=N/OC(=O)c2cccc([N+](=O)[O-])c2)C=CC1=O	0%[10 µM]	-18%	?	?	-8%	0%	?	-131%[inhibitor]
CN(C(=O)c1ccc(C#N)cc1)c1nnc(-c2ccccn2)s1	-6%[10 µM]	2%	-2%	3%	?	-1%	?	-14%
O=C(Nc1cccnc1)c1ccc(CN2CCc3ccccc3C2)cc1	-2%	-6%	3%	-9%	-3%	-6%	9%	-56%[inhibitor]
C/C(=N\NC(=O)c1cccc([N+](=O)[O-])c1)c1ccco1	7%[10 µM]	2%	4%[9.22 µM]	-4%	6%	-3%	.	.

Molecules above with a nitro group on carbon:
SMILES	HTT ATP protect	Tau fluor counter	HTT aggregate	Tau fibril ThT	Tau fibril FP	JMJD2E inh	ALDH1A1 block	SMN2 splice up
CC(C)(C)NC(=O)CN(c1cccc([N+](=O)[O-])c1)S(=O)(=O)c1ccccc1	2%[10 µM]	-13%	0%[9.22 µM]	-7%	-2%	-2%	5%	.
O=[N+]([O-])c1cccc(S(=O)(=O)c2ccc(N3CCCCC3)c([N+](=O)[O-])c2)c1	18%[10 µM]	?	11%	-2%	?	9%	?	-63%[inhibitor]
CC1=C(C)/C(=N/OC(=O)c2cccc([N+](=O)[O-])c2)C=CC1=O	0%[10 µM]	-18%	?	?	-8%	0%	?	-131%[inhibitor]
C/C(=N\NC(=O)c1cccc([N+](=O)[O-])c1)c1ccco1	7%[10 µM]	2%	4%[9.22 µM]	-4%	6%	-3%	.	.

Continued.
SMILES	HTT ATP protect	Tau fluor counter	HTT aggregate	Tau fibril ThT	Tau fibril FP	JMJD2E inh	ALDH1A1 block	SMN2 splice up
Cc1ccc(Sc2nnc(Cc3ccccc3)c3ccccc23)cc1	2%[10 µM]	-25%	33%[9.22 µM]	?	-13%	-4%	28µM*	-59%[inhibitor]
COC(=O)NC(CC(C)=O)c1cccc(C(F)(F)F)c1 (stereo unspecified)	30%[10 µM]	-2%[11.6 µM]	.	-6%[11.5 µM]	3%[11.6 µM]	.	1%[13.5 µM]	.
CC1CCN(C(=O)c2ccc(-n3cnnn3)cc2)CC1	-3%[1.9 µM]	-2%	-13%	-10%	0%	4%	?	1%
COCCCn1c(=O)/c(=C\c2ccc(OC(F)F)c(OC)c2)s/c1=C(/C#N)C(N)=O	5%[10 µM]	5%	-5%[9.22 µM]	-1%	-5%	4%	.	.
COc1ccc(NC(=S)N(CCCN2CCOCC2)C(C)c2cc3cccc(OC)c3o2)cc1 (stereo unspecified)	-71%[inhibitor]	-15%	?	-8%	?	-2%	?	.
O=C(CSc1ccc2nnc(-c3ccccc3)n2n1)NCc1ccco1	0%[10 µM]	-12%	1%	-21%	-7%	-7%	-2%	-10%
COC(=O)c1ccccc1NC(=S)NC(=O)c1ccc(C)cc1	23%[10 µM]	-21%	0%	?	0%	?	?	27%
COc1ccc(OCC(=O)Nc2ccc(C)c(S(=O)(=O)N(C)C)c2)cc1	-23%	-11%	-13%	-4%	-2%	-17%	28µM*	-12%
O=C(O)CCC(NS(=O)(=O)c1ccc(-c2ccccc2)cc1)C(=O)O (stereo unspecified)	6%	-6%	-3%[9.22 µM]	-8%	-10%	1%	1%	1%
CCC(C)C1C(C#N)=C(N)Oc2n[nH]c(C)c21 (stereo unspecified)	-20%	-1%	-11%	-10%	1%	1%	-2%	19%
COc1cccc(CN2CCN(Cc3[nH]c4ccccc4c3C)CC2CCO)c1 (stereo unspecified)	-1%[10 µM]	-17%	5%[9.22 µM]	-1%	16%	2%	-2%	-17%
CCOC(=O)c1cn(CC(=O)Nc2ccccc2C(=O)OCC)nn1	10%	5%	-6%	0%	-3%	-2%	-3%	-22%
C[n+]1cc(C(=O)N2CCCCC2)ccc1/C=C/c1c[nH]c2ccccc12	12%[10 µM]	-12%	15%[9.22 µM]	?	-9%	-5%	5%	.
CC1CCN(CCOc2cc(Cl)ccc2Cl)CC1	-18%	-5%	7%	-1%	-8%	-16%	1%	-7%
COc1ccc(OC)c(S(=O)(=O)N2CCCCCC2)c1	-13%[10 µM]	-10%	-1%	-13%	-5%	9%	5%	-6%
CCOC(=O)C1C(=O)N(O)CC1c1cccc(Oc2ccccc2)c1 (stereo unspecified)	?	6%	-6%	-1%	3%	-4%	-1%	-7%
O=C(COC(=O)c1cc(=O)[nH]c2ccccc12)Nc1nc(-c2ccccc2)cs1	-5%[10 µM]	?	4%	?	?	?	?	?
CC(=O)NC(=S)Nc1ccccc1N1CCCCC1	-8%[10 µM]	-22%	24%[9.22 µM]	-11%	-9%	-8%	-9%	-16%
Cc1cc(C)cc(N2CC(C(=O)O)CC2=O)c1 (stereo unspecified)	3%[0.074 µM]	6%	16%	-5%	-1%	-2%	3%	19%
COc1ccc2nc(SCC(=O)Nc3ccc(S(=O)(=O)N4CCCC4)cc3)c(C#N)cc2c1	-7%	?	20%	?	?	?	?	0%
O=c1oc2ccccc2c(NCCc2ccccc2)c1[N+](=O)[O-]	-14%[10 µM]	-16%	-5%	-14%	?	15%	?	-14%
O=C(/C=C/c1cccc(Cl)c1)NCCN1CCOCC1	.	-2%	2%	-11%	-7%	14%	1%	1%
N/C(=N\OC(=O)c1cc(Cl)ccc1Cl)c1ccccn1	-48%[inhibitor][10 µM]	6%	-4%	9%	5%	-5%	?	5µM*
CC(=O)Nc1ccc(S(=O)(=O)N2c3ccccc3NC(=O)CC2C)c(Cl)c1 (stereo unspecified)	21%[10 µM]	-4%	-25%[9.22 µM]	.	8%	-3%	.	.
CCOc1ccc(S(=O)(=O)N2CCOCC2)cc1[N+](=O)[O-]	9%	5%	-13%	6%	-1%	3%	-1%	-4%
C/C(CCN1CCCc2nc(C)c(C)cc21)=N\O[C@@H](C)CN1CCCCc2nc(C)c(C)cc21	-41%[inhibitor][10 µM]	-1%[11.6 µM]	.	-7%[11.5 µM]	2%[11.6 µM]	.	0%[13.5 µM]	.
COc1cc(C(=O)Nc2ccc(S(=O)(=O)NC(C)(C)C)cc2)cc(OC)c1OC	-12%	-9%	24%	-1%	-3%	1%	8%	-1%
CCOC(=O)c1ccc(NC(=O)Cn2nnc(-c3ccc(C)cc3)n2)cc1	-4%	-13%	29%	-1%	-13%	-2%	1%	-3%
COC(=O)C1=C(O)/C(=C\c2cc(C)n(-c3ccccc3C)c2C)N=C1C	7%[10 µM]	-21%	-12%	?	3%	?	?	-12%
CC(C)C(NS(=O)(=O)c1ccc2c(c1)oc(=O)n2C)C(=O)N1CCN(Cc2ccccc2)CC1 (stereo unspecified)	-15%	-1%	1%	-1%	1%	9%	-1%	-4%
CC(=O)Nc1ccc(S(=O)(=O)Nc2nnc(C(C)(C)C)s2)cc1	-10%	12%	-11%	4%	9%	3%	?	-24%
COc1ccc(S(=O)(=O)Nc2ccccc2C(=O)N2CCCC2)cc1OC	6%[10 µM]	0%	-17%[9.22 µM]	.	4%	-4%	.	.
CCN1C(=O)c2ccccc2S(=O)c2ccc(C(=O)NCc3ccccn3)cc21 (stereo unspecified)	-1%	-11%	12%	-5%	-2%	2%	-8%	0%
N#CCCN(CCC#N)C(=O)COc1ccc(Cl)cc1Cl	14%[10 µM]	-1%	11%	-2%	-3%	20%	-6%	-24%

Screening data from PubChem.
